Cneo AK release: Cryptococcus neoformans lysis via adenylate kinase release. lysis activity, % at 15 µM. C. neoformans lysis, adenylate kinase release luminescence, 4 h; normalised: neutral wells 0, clomiphene wells 100. 360,000 tested, 0.2% active;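 active = mean lysis activity across replicates of at least 80%, whatever share of replicates individually reach that level; inactive = mean lysis activity below 80%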
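Schedule: static 4 h at 37 °C with compound, 1 h detection; system: C. neoformans cells; benchmarks: Clomiphene as positive control; buffer or medium: fresh YPD medium; measure: luminescence rise reflecting yeast cell lysis; measured by: luminescent adenylate kinase detection reagent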
Statin myotox sup: protects C2C12 myotubes from simvastatin toxicity | 330,000 tested, 0.78% active | rescue of ATP level, % at 7.49 µM | AID 602340 | ATP luminescence, 48 h; scaled: DMSO 0, geranylgeraniol control 100;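 active = mean ATP rescue above about 67%, or every replicate alone reaching that limit, limit read from the data, passing the limit was not always enough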;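 note: myotubes were challenged with 10 µM simvastatin during compound exposure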
LGR2 antag: inhibitors of bursicon-induced Drosophila LGR2 receptor cAMP signaling; HEK293 LGR2, CRE-luciferase, bursicon-stimulated, 4 h; inhibition, % at 9.99 µM; 380,000 tested, 0.35% active;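 active = drop in luminescence signal, shown as inhibition above about 50% in the replicate tests, limit read from the data, passing the limit was not always enough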;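 note: agonist challenge used bursicon conditioned medium at about half maximal strength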
ARNT TACC3 PPI: ARNT/TACC3 interaction disruption | AlphaScreen His-ARNT PAS-B/GST-TACC3 binding, luminescence; TACC3 fragment carries E629A point mutation | inhibition, % at 9.99 µM | 390,000 tested, 0.66% active;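 active = mean inhibition of replicates at least 50% and at least half of replicates each reaching 50%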;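 note: 0% = complete ARNT plus TACC3 wells and 100% = ARNT alone without TACC3; many hits fall short of the cut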
PglD DTNB: blocks C. jejuni PglD acetyltransferase activity | purified PglD enzyme, DTNB colorimetric CoA detection | inhibition, % at 12.5 µM | 360,000 tested, 0.098% active; in the data active = inhibition above about 16%, passing the limit was not always enough; note: strong numbers were not always called active
PGC1a acetyl inh: modulators of PGC1a acetylation; inhibition, % at 15.6 µM; U2OS PGC1a acetylation, AlphaScreen anti-acetyl-lysine; with virally co-expressed GCN5 acetyltransferase; 350,000 tested, 0.17% active; AID 651687;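 active = every replicate shows inhibition of at least 40%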;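 note: 0% = neutral control wells and 100% = positive control wells; some results beyond the cut were filed as inactive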
GSIS activator: primary screen for activators of insulin secretion dependent on glucose, INS-1E cells, GLuc reporter luminescence; activation, % at 16.6 µM; INS-1E GLuc reporter insulin secretion, 2-3 h; 370,000 tested, 0.61% active;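 active = lowest replicate activation of at least 40%, so every replicate reaches that level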;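 note: 0% = median of neutral control wells and 100% = median of IBMX positive control wells; some compounds called inactive have numbers as strong as hits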
PAX8 reporter: lowers PAX8-driven luciferase in RMG-I cells. inhibition, % at 12.6 µM. 360,000 tested, 1.2% active. RMG-I TPO-luciferase reporter, SteadyGlo, 24 h;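 active = mean replicate inhibition at least 60% with every replicate also reaching 60%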;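 note: luciferase light reporting Pax8 driven TPO promoter activity; plate controls were median of neutral control wells for no effect and mitoxantrone controls for full effect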
* marks the source's active call; other numbers are inactive results; x = no result given; & = joins results of further samples. This is a random part of the collection. Share with any hit: about 2.9%.

Compound	Statin myotox sup	PglD DTNB	PAX8 reporter	Cneo AK release	GSIS activator	ARNT TACC3 PPI	PGC1a acetyl inh	LGR2 antag
COc1cccc(-c2ccc3n(c2=O)C[C@@H]2[C@@H](CO)[C@H](C(=O)N(C)C)[C@H]3N2C(=O)c2ccccn2)c1	4	-3	x	0	-6	3	x	8
Clc1cccc(OCCN2CCCC2)c1	-2	2	41	3	16	22	-18	12
Cc1ccc(S(=O)(=O)N2CCSC2)cc1C	0	-2	x	1	-4	-6	3	-9
O=c1cc(-c2ccc(O)cc2)oc2c([C@@H]3O[C@H](CO)[C@@H](O)[C@H](O)[C@H]3O)c(O)c([C@@H]3O[C@H](CO)[C@@H](O)[C@H](O)[C@H]3O)c(O)c12	3	-3	5	3	13	-5	1	3
CC(=O)N(C)c1ccc(NC(=O)Cc2cccs2)cc1	-6	1	-17	0	x	-5	1	x
C[C@@H]1CN([C@H](C)CO)C(=O)Cc2cc(NS(=O)(=O)c3ccc(Cl)cc3)ccc2O[C@@H]1CN(C)Cc1ccc(Oc2ccccc2)cc1	21	-2	5	-14	9	3	-5	-3
CCN1CCN(C(=O)C2CCC(CNS(=O)(=O)c3ccccc3)CC2)CC1 (stereo not drawn)	0	1	x	-2	21	2	-7	-1
CCOc1ncccc1C(=O)OCc1cc(=O)oc2c(C)c(C)ccc12	-5	3	x	-19	8	-1	0	x
COC(=O)C[C@@H]1CC[C@@H](NS(=O)(=O)c2ccccc2F)[C@H](CO)O1	-8	2	-22	-3	9	2	7	-2
COC(=O)c1sccc1NC(=O)CSCCc1ccccn1	-13	0	-6	-4	38	3	-3	-7
CC(C)c1ccc(S(=O)(=O)NC2CCCC2)cc1	3	-3	21	-5	-20	-4	-2	5
CC(=O)Nc1ccc(S(=O)(=O)NNC(=O)C(=O)NNc2ccccn2)cc1	2	-6	7	-7	5	75*	11	9
CCC(=O)N1[C@@H]2Cn3c(ccc(/C=C/c4ccccc4)c3=O)[C@H]1[C@@H](C(=O)N(C)C)[C@@H]2CO	20	4	-1	1	4	4	x	0
COc1ccc(CN2CCC[C@]3(N[C@H](c4ccc(C(F)(F)F)cc4)[C@@H]4C(=O)N(Cc5ccccc5)C(=O)[C@@H]43)C2=O)cc1	1	3	4	4	x	x	-4	8
Cc1nn(C)cc1C(C(=O)NC1CCCCC1)N(C(=O)Cc1cccs1)c1ccc(Cl)cc1 (stereo not drawn)	x	10	10	4	10	-5	-5	7
COCC#Cc1cnc2c(c1)C(=O)N([C@@H](C)CO)C[C@@H](C)[C@H](CN(C)C(=O)C1CCOCC1)O2	5	4	-4	-3	5	-7	5	13
CCOC(=O)CC(=O)CSc1nc(C)cc(-c2cccnc2)c1C#N	9	6	x	0	10	7	11	-2
COc1ccc(OC)c(Nc2cc(C)nc3ccc(C)cc23)c1	-99	6	30	0	37	5	-11	6
CCOC(=O)c1ccc[n+](CC(=O)Nc2cc(C(F)(F)F)ccc2Cl)c1	x	x	2	x	4	2	-3	2
CC(C)NC(=O)N(C)C[C@@H]1Oc2ccc(NS(=O)(=O)c3ccccc3)cc2CC(=O)N([C@H](C)CO)C[C@H]1C	-2	-4	-13	0	10	-1	1	-9
CCCc1nnc(NC(=O)CCC(=O)N2CCN(Cc3ccc(Cl)cc3)CC2)s1	5	1	10	1	-2	-3	4	-3
COCCn1nnnc1C(c1ccc(OC)cc1)N1CCN(c2ccccc2F)CC1 (stereo not drawn)	4	3	x	1	x	-4	-2	x
O=C(Nc1cc2c3c(c1)CC(=O)N3CCC2)c1ccco1	-17	1	-5	3	19	4	-17	-12
CC(=O)Nc1ccc(S(=O)(=O)NCC2CCC(C(=O)NC(C)c3ccccc3)CC2)cc1 (stereo not drawn)	x	x	32	x	11	-5	x	-8
c1ccc(Cn2c(CSc3nnnn3-c3ccccc3)nc3ccccc32)cc1	-8	3	x	0	-7	-1	11	8
CC(SC1=NCCN1S(=O)(=O)c1ccc(F)cc1)c1ccccc1 (stereo not drawn)	11	-4	6	11	-25	-7	x	0
COc1ccc2c3c(n(C)c2c1)[C@@H](CO)N(CC1CC1)CC31CCN(S(=O)(=O)c2cn(C)cn2)CC1	x	x	-15	x	-7	x	0	-11
O=C(OCc1cc([N+](=O)[O-])cc2c1OCOC2)c1ccccn1	x	x	15	x	3	4	x	17
COc1ccc(C#Cc2ccc3c(c2)O[C@@H](CN(C)C(=O)c2ccccn2)[C@H](C)CN([C@H](C)CO)S3(=O)=O)cc1	8	3	55	-1	-14	10	-5	17
COc1ccc(S(=O)(=O)NCCc2ccc(F)cc2)cc1	-8	-4	1	1	14	-9	-7	x
Cc1ccc(-c2csc(NC(=O)CCNC(=O)c3ccc(Cl)cc3)n2)cc1	x	x	32	x	1	-18	13	x
CCC(C)N(C(=O)COC(=O)Cc1n[nH]c(=O)c2ccccc12)C1CCS(=O)(=O)C1 (stereo not drawn)	0	2	-14	0	x	-5	6	x
Cc1cc(C(=O)CN2C(=O)NC(CC(C)C)C2=O)c(C)n1-c1ccccc1F (stereo not drawn)	x	-2	7	-1	13	-6	x	x
Cc1ccc(S(=O)(=O)Nc2ccc3c(c2)C(=O)N([C@H](C)CO)C[C@@H](C)[C@H](CN(C)C(=O)Nc2ccc4c(c2)OCO4)OCCCC[C@H](C)O3)cc1	x	x	-26	x	-11	x	-7	-3
Cc1ccc(CC(=O)NCCS(=O)c2ccc(Cl)cc2)cc1 (stereo not drawn)	2	-2	x	1	x	14	-13	x
N#C[C@@H]1N[C@H](CO)[C@H]1c1ccc(C#CC2CCCCC2)cc1	12	2	-29	51	8	0	-6	-27
C[C@H]1CCCCO[C@@H](CN(C)C(=O)c2ccccc2)[C@@H](C)CN([C@@H](C)CO)C(=O)c2cc(NS(=O)(=O)c3cccs3)ccc2O1	16	4	18	-2	-12	-4	x	-18
COc1ccc(CN(C)C(=O)CCN(c2ccccc2)S(=O)(=O)c2ccc(C)cc2)c(OC)c1	5	7	16	0	-14	-15	-2	-4
C/C(N)=C(/C#N)C(=O)CSc1nnc(Cc2ccccc2F)n1N	6	2&1	-10	5&0	-1	2&-3	6&5	-7
O=C(Nc1cccc([N+](=O)[O-])c1)c1cc2ccccc2cc1O	x	3	78*	0	11	13	10	-23
C/C=C/c1cnc2c(c1)C(=O)N([C@H](C)CO)C[C@H](C)[C@H](CN(C)C(=O)Nc1ccccc1F)O2	-6	3	x	-3	9	2	-6	24
Cc1noc(C(=O)N2CCN(Cc3ccc4c(c3)OCO4)CC2)c1Cl	x	6	10	0	8	0	-5	-7
COc1ccc(NC(=O)c2c(C)cc(=O)oc2C)c(OC)c1	4	-5	x	3	9	-3	x	-16
CCCNC(=O)N1[C@H](C#N)[C@@H](c2ccc(-c3ccc(C(=O)N(C)C)cc3)cc2)[C@@H]1CO	1	2	-6	-3	0	-5	4	-5
CC(C)C(NC(=O)c1cccs1)c1nnc(SCC(=O)Nc2nccs2)n1C (stereo not drawn)	28	5	x	0	22	-3	-3	-7
CCNC(=O)C[C@@H]1CC[C@H]2[C@@H](COc3ccc(NC(=O)Nc4cccc(F)c4)cc3C(=O)N2C)O1	-4	5	-1	1	9	4	-1	-18
COc1cc(C(C(=O)NC2CCCC2)N(C(=O)c2snc(C(N)=O)c2N)C2CCCC2)cc(OC)c1OC (stereo not drawn)	3	-3	-3	-1	2	-3	x	-17
Cc1c(C(=O)N2CCCC2)c(S(=O)(=O)N2CCN(c3ccccc3F)CC2)c(C)n1C	1	-3	-12	4	-9	6	4	3
CC(C(=O)Nc1ccc(F)c(F)c1F)N(C)Cc1cccs1 (stereo not drawn)	11	2	1	-5	7	-9	7	-13
CC(=O)N1CCN(C(=O)COC(=O)/C=C/c2ccccc2[N+](=O)[O-])CC1	-3	8	-5	-1	-14	-11	-9	1
c1ccc2c(c1)NC(CN1CCOCC1)CO2 (stereo not drawn)	-13	3	x	-1	x	-3	4	x
O=C(C1CCN(S(=O)(=O)c2cccc3nsnc23)CC1)N1CCc2ccccc21	5	3	x	0	x	2	-7	x
O=C(O)C1CC=CCC1C(=O)Nc1ccc(N2CCN(Cc3ccccc3)CC2)cc1 (stereo not drawn)	x	x	7	x	10	6	x	-10
Cn1cnc(S(=O)(=O)N[C@H]2CC[C@@H](CC(=O)Nc3ccccc3)O[C@H]2CO)c1	5	2	x	-7	8	9	1	5
CC(C)CCN1CC(C(=O)NCc2ccc(F)cc2)CC1=O (stereo not drawn)	13	-2	x	-1	x	4	3	x
COCCOCCOCCC(=O)NC1CC2CCC1(C)C2(C)C (stereo not drawn)	-22	x	x	x	6	-12	17	13

(next part)
Compound	Statin myotox sup	PglD DTNB	PAX8 reporter	Cneo AK release	GSIS activator	ARNT TACC3 PPI	PGC1a acetyl inh	LGR2 antag
CC(C)(C)C(=O)/C(=C/c1ccncc1)n1cncn1	x	x	70*	x	5	-12	x	79*
Cc1ccc(CNC(=O)C2CCN(C(=O)Nc3ccc(C)cc3)CC2)cc1	2	0	-5	4	-13	x	-21	-5
CC(C)n1cc(C(=O)c2cc(Br)ccc2O)cc(C#N)c1=O	8	7	-11	0	x	-11	-19	x
CCc1ccccc1NC(=O)Cn1nnc(-c2cccs2)n1	-4	0	x	0	x	2	-19	x
c1ccc(COc2ncnc3c2ncn3CCCNC2CCN(Cc3ccccc3)CC2)cc1	-23	4	11	0	18	x	-41	7
COc1ccc(C(=O)NNC(=O)C(=O)Nc2ccc(C)c(Cl)c2)cc1	x	x	12	x	3	-4	-5	-3
CCOC(=O)N1CCN(c2ccc([N+](=O)[O-])cc2F)CC1C (stereo not drawn)	x	x	-15	x	-4	-5	x	3
O=C1C(c2c(O)[nH]c3ccccc23)=Nc2ccccc21	5	2	23	0	x	-1	-3	x
O=C(c1ccccc1)C1CCN(C(=O)C2CCC(=O)N(Cc3cccc(F)c3)C2)CC1 (stereo not drawn)	2	0	-32	-2	0	-1	7	4
Nc1ncnc(Nc2cccc(C(F)(F)F)c2)n1	25	2	x	-1	33	-1	9	x
COc1ccc2c(CC(=O)OCC(=O)Nc3cccc(S(N)(=O)=O)c3)coc2c1	0	1	8	-1	6	23	3	-5
CC(C)(C)C1CCC(=NNc2ncc(C(F)(F)F)cc2Cl)CC1 (stereo not drawn)	5	1	x	22	-26	4	15	x
CC(C)(C)OC(=O)C[C@H]1C/C=C\C[C@@H](CC(=O)N[C@@H](CO)Cc2ccccc2)C(=O)N2CCC[C@@H]2COC1=O	-10	-6	9	3	-12	-13	-4	12
CCCN(CC(=O)Nc1ccccc1OC)C(=O)CSc1nc(C)cc(C)n1	-4	-2	9	3	3	-3	x	9
COc1ccc(C(=O)Cn2c(=N)n(C)c3ccccc32)cc1	5	-17	-121	-2	x	-1	-2	x
CCCNC(=O)N1[C@H](C#N)[C@@H](c2ccc(-c3cccc(OC)c3)cc2)[C@H]1CO	1	0	0	-4	-5	-20	-4	-8

Some of these compounds in order of their number in GSIS activator, low to high.
molecule | GSIS activator
CC(C)(C)C1CCC(=NNc2ncc(C(F)(F)F)cc2Cl)CC1 (stereo not drawn) | -26
O=C(c1ccccc1)C1CCN(C(=O)C2CCC(=O)N(Cc3cccc(F)c3)C2)CC1 (stereo not drawn) | 0
COc1ccc2c(CC(=O)OCC(=O)Nc3cccc(S(N)(=O)=O)c3)coc2c1 | 6

High-throughput results as filed in PubChem BioAssay.
